Assay outcomes from PubChem.
AGP1 TOR yeast = modulators of AGP1-GFP expression in yeast TOR pathway, primary screen, cell-based, multiplex flow cytometry, S. cerevisiae, MLPCN library. 3 h; GFP as percent of DMSO wells. GFP response vs DMSO, % at 10 µM. hit rate 0.02% among 320,000. AID 2066, 2009;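 active = GFP response relative to DMSO above a set limit, near screen average plus 3 SD, cut at about 150% in these data; inconclusive = fewer than 70 cells counted for the yeast strain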;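 note: median GFP channel fluorescence of the gated AGP1 strain per well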
Yeast superoxide = reduction of superoxide in aged yeast, primary screen, HTS; S. cerevisiae aged cells, superoxide DHE fluorescence; active compounds read low; superoxide response (% of plate mean), % at 10 µM; hit rate 0.18% among 330,000; AID 2690, 2010;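 active = superoxide response under a set limit, about three screen SD below normal, cut at about 65% in these data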;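 note: yeast aged for seven days with compound at 30 °C before DHE staining; 100% = average MFI of all compound-treated wells on the plate with controls excluded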
GRK2 inh = compounds blocking aptamer binding on GRK2 – biochemical, human GRK2, bead flow cytometry, HTS, primary screen | inhibition of aptamer binding, % at 10 µM | hit rate 0.59% among 330,000 | Beta-adrenergic receptor kinase 1 (Homo sapiens), P25098 | AID 488847, 2010 | FAM-aptamer displacement from GRK2;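 active = inhibition of aptamer binding above 40%, roughly 3 SD of noise, on plates passing a quality check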;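 note: median bead fluorescence of bound FAM aptamer so fluorescent compounds give negative values; no value below 0 was filed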
CIT2 TOR yeast = modulators of CIT2-GFP expression in yeast, primary screen, S. cerevisiae, GFP fusion, multiplex flow cytometry, MLPCN library. GFP response vs DMSO, % at 10 µM. AID 2029, 2009. S. cerevisiae CIT2-GFP strain, 3 h; 100 means same as DMSO wells. hit rate 0.065% among 320,000;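 active = GFP response relative to DMSO above a set limit, near the screen mean plus 3 SD, cut at about 150% in these data; inconclusive = Fewer than 70 cells measured for a yeast strain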;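 note: ratio of well median GFP fluorescence to mean of DMSO wells on the plate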
VLA-4 inh = inhibition in human VLA-4 binding assay, primary screen, VLA-4 allosteric modulator project, MLPCN library, flow cytometry, VLA-4 expressing cells; hit rate 0.2% among 330,000; ligand binding flow cytometry; AID 2557, 2010; inhibition, % (about 7 µM as worked out from the volumes in the protocol); Integrin alpha-4 (Homo sapiens), P13612; in the data active = inhibition above about 50%
Target sequence (P13612 whole entry, looked up): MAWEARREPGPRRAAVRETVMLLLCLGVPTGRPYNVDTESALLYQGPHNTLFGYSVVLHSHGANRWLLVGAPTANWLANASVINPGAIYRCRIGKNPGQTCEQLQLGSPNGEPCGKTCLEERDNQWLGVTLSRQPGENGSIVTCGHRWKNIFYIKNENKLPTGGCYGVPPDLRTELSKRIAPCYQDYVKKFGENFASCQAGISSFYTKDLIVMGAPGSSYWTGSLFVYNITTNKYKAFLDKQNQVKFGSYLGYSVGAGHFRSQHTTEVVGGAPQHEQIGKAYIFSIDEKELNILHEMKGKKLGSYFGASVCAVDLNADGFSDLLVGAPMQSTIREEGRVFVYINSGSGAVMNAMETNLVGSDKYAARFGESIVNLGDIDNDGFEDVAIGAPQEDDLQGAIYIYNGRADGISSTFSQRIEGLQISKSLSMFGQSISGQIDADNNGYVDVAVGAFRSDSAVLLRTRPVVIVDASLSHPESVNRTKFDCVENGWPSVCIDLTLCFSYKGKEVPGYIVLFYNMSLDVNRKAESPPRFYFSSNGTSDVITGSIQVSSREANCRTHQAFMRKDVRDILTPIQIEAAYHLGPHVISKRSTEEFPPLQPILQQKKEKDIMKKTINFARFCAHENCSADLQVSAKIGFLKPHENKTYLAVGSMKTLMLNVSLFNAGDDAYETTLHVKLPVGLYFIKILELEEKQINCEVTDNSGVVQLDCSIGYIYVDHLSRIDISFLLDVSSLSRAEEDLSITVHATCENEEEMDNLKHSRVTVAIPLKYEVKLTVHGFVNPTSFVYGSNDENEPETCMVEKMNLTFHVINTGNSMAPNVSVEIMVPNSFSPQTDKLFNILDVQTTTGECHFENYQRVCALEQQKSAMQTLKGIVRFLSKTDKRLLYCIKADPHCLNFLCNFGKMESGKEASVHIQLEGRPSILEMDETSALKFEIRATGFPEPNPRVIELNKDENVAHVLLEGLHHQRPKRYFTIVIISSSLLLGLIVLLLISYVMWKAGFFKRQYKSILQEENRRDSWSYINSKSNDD
LAP4 TOR yeast = modulators of LAP4-GFP expression in yeast, primary screen, S. cerevisiae, multiplex flow cytometry, MLPCN library; 3 h; median GFP as percent of DMSO wells; hit rate 0.34% among 320,000; GFP response vs DMSO, % at 10 µM;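 active = GFP response vs DMSO above a set limit, about the screen mean plus 3 SD, cut at about 150% in these data; inconclusive = under 70 cell events counted for the yeast strain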
RPL19A TOR yeast = RPL19A-GFP expression modulators in yeast, primary screen, cell-based, S. cerevisiae, multiplex flow cytometry, MLPCN; S. cerevisiae RPL19A-GFP strain, 3 h; active compounds read low; percent response vs DMSO, % at 10 µM; hit rate 0.3% among 330,000; AID 2025, 2009;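 active = percent response vs DMSO below 50%; inconclusive = fewer than 70 events counted for the yeast strain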;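 note: median channel GFP fluorescence of the barcoded RPL19A-GFP strain; ratio of sample median GFP to plate DMSO average so 100% = DMSO; lower means less RPL19A-GFP as with rapamycin TOR inhibition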
MEP2-GFP yeast = modulators of MEP2-GFP levels in yeast, primary screen, S. cerevisiae, multiplex flow cytometry, MLPCN library | S. cerevisiae MEP2-GFP strain, 3 h; 100% = DMSO control level | GFP response vs DMSO, % at 10 µM | hit rate 0.51% among 330,000;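 active = GFP response versus DMSO above a set limit, roughly screen mean plus 3 SD, cut at about 180% in these data; inconclusive = fewer than 70 cells counted for a yeast strain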;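 note: median GFP fluorescence of the barcode-gated MEP2-GFP cells per well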
Numbers without * were called inactive; ? = inconclusive; . = no result given; [ ] = dose if it differs, or a comment.

SMILES	AGP1 TOR yeast	Yeast superoxide	GRK2 inh	CIT2 TOR yeast	VLA-4 inh	LAP4 TOR yeast	RPL19A TOR yeast	MEP2-GFP yeast
Cc1ccc(/C=C2\SC(=S)N(CCCC(=O)Nc3cccnc3)C2=O)cc1	91	109	0	87	-4	88	93	100
COCCCN(Cc1ccccn1)S(=O)(=O)Cc1ccccc1	99	89	0	107	8	103	97	102
O=C1OC(/C=C/c2ccc(Cl)cc2Cl)=NC/1=C\c1cccs1	101	107	7	105	-26	102	102	103
Cc1ccccc1-n1c(C)nnc1SCC(=O)N1CCc2ccccc2C1	97	93	3	107	-4	95	105	107
CCN(CC)CCNCc1cc(Cl)c(OCC(=O)Nc2ccccc2)c(OC)c1	104	77	0	106	27	98	98	93
O=C(NCc1ccc(F)cc1)C(c1ccccc1)c1ccccc1	98	101	0	109	1	94	99	104
O=S(=O)(Nc1cccc(S(=O)(=O)N2CCCC2)c1)c1cccc(Br)c1	90	157	0	95	8	81	91	89
O=C1C(Cl)=C(NCCN2CCCCC2)C(=O)c2ccccc21	95	92	5	110	5	94	107	109
Cc1c(N=C2SCC(=O)N2/N=C\c2ccc(Br)cc2)c(=O)n(-c2ccccc2)n1C	100	87	1	96	0	95	101	94
Cc1ccc(-n2c(O)c(C=NC3CCS(=O)(=O)C3)c3ccccc3c2=O)cc1 (stereo unspecified)	102	100	1	103	-1	117	99	116
c1ccc2[nH]c3cc4ncnc4cc3nc2c1	100	40*	4	106	-11	93	105	103
Cc1ccnc(NS(=O)(=O)c2ccc(NC(=O)CN3C(=O)CCC3=O)cc2)n1	90	96	0	106	12	94	96	102
COC(=O)c1cc(NC(=O)c2ccco2)ccc1N1CCOCC1	102	100	1	97	5	104	94	98
Cn1c(SCC(=O)OC2CCCCC2)nnc1-c1ccco1	98	98	1	87	6	95	100	102
COc1ccccc1C(=O)NCCNc1nc2cc(C)cc(C)c2cc1C#N	94	123	4	103	12	102	102	108

As entered above:
Value of `O=S(=O)(Nc1cccc(S(=O)(=O)N2CCCC2)c1)c1cccc(Br)c1` under LAP4 TOR yeast: 81
Value of `Cc1ccc(-n2c(O)c(C=NC3CCS(=O)(=O)C3)c3ccccc3c2=O)cc1` (stereo unspecified) under GRK2 inh: 1

(next part)
SMILES	AGP1 TOR yeast	Yeast superoxide	GRK2 inh	CIT2 TOR yeast	VLA-4 inh	LAP4 TOR yeast	RPL19A TOR yeast	MEP2-GFP yeast
CN(CC(=O)N1CCc2ccccc21)S(=O)(=O)c1cccc2cccnc12	90	98	1	98	-16	98	96	107
Cc1c(C(=O)N2CCN(c3ccccn3)CC2)oc2ccccc12	101	89	1	100	-5	99	94	99
CCn1cc(C(=O)NCCCOC)c(=O)c2cc(S(=O)(=O)N3CCCC3)ccc21	107	113	0	104	10	99	107	107
Cc1ccc(C(=O)N2CCOCC2)cc1S(=O)(=O)N1CCCCC1	87	.	0	.	-7	82	103	93
COc1ccc(-c2oc3ccccc3c(=O)c2OC(C)=O)cc1	97	96	0	96	-1	103	101	105
CN1CCN(S(=O)(=O)c2ccc(N3CCN(C(=O)c4ccccc4)CC3)nc2)CC1	100	95	1	106	-19	101	98	99
S=C(NCCCCNC(=S)NCc1ccccc1)NCc1ccccc1	100	97	4	96	6	99	98	103
CN(CC(=O)NC(=O)NCc1ccco1)CC(=O)Nc1ccccc1Cl	103	109	0	83	3	96	94	100
O=C(CCc1ccccc1)Nc1ccc(NC(=O)c2ccco2)cc1	104	92	3	107	29	106	105	106
COCCn1c(SCC(=O)Nc2ccc(C)cc2)nc2c(oc3ccccc32)c1=O	95	105	0	102	0	92	102	103
Cc1ccc(S(=O)(=O)N2CCOC2CNC(=O)C(=O)NCCc2ccc(S(N)(=O)=O)cc2)cc1 (stereo unspecified)	100	103	3	98	3	111	96	97
COc1ccc2cc(C(=O)CS(=O)(=O)c3ccccc3)c(=O)oc2c1	98	108	1	91	-13	100	98	98
CC1(C)CC(=O)C=C(Nc2ccc(C(=O)O)cc2)C1	106	97	1	97	1	99	106	105
C=CCn1c(=NC(=O)C2COc3ccccc3O2)sc2cc(S(N)(=O)=O)ccc21 (stereo unspecified)	107	101	2	104	-4	101	103	106
CCn1c(SC)nnc1C1CCCN(CC(=O)Nc2ccccc2N2CCOCC2)C1 (stereo unspecified)	93	95	2	93	4	87	101	95

Exported as labelled records: two of the compounds above.
Cc1ccc(/C=C2\SC(=S)N(CCCC(=O)Nc3cccnc3)C2=O)cc1
  AGP1 TOR yeast: 91	Yeast superoxide: 109	GRK2 inh: 0	CIT2 TOR yeast: 87	VLA-4 inh: -4	LAP4 TOR yeast: 88	RPL19A TOR yeast: 93	MEP2-GFP yeast: 100

Cc1c(C(=O)N2CCN(c3ccccn3)CC2)oc2ccccc12
  AGP1 TOR yeast: 101	Yeast superoxide: 89	GRK2 inh: 1	CIT2 TOR yeast: 100	VLA-4 inh: -5	LAP4 TOR yeast: 99	RPL19A TOR yeast: 94	MEP2-GFP yeast: 99

Additional results:
SMILES	AGP1 TOR yeast	Yeast superoxide	GRK2 inh	CIT2 TOR yeast	VLA-4 inh	LAP4 TOR yeast	RPL19A TOR yeast	MEP2-GFP yeast
CCN1CCN(c2cc(C)c3cc(NC(=S)N4CCN(c5ccccc5F)CC4)ccc3n2)CC1	94	102	0	95	9	111	93	96
Nc1nc(SCC(=O)NC2CCCCC2)n[nH]1	100	100	1	95	8	89	102	94
Cn1cc([N+](=O)[O-])c(C(=O)NC2CCCCCCC2)n1	98	93	0	96	1	103	96	90
CC(C)OCCCNc1nc2c([nH]1)c(=O)n(C)c(=O)n2C	?	101	0	?	17	?	?	?
COc1cc(NS(=O)(=O)c2ccc(N/C=C\C(=O)c3ccc(OC)c(OC)c3)cc2)nc(OC)n1	81	90	0	99	0	99	101	107
Cc1csc(NC(=O)c2nc(-c3ccccc3)n(-c3ccccc3)n2)n1	22[may fluoresce violet]	102	0	?	18	93[may fluoresce violet]	30*[may fluoresce violet]	223*[may fluoresce violet]
CCOc1c2ccc(C(=O)NCc3cc(C(F)(F)F)cc(C(F)(F)F)c3)cc2nn1CCOC	94	101	2	96	17	116	107	107
Clc1ccc(/C=N/Nc2nnc(-c3ncc[nH]3)c3ccccc23)cc1	83	91	0	94	-1	110	98	98
Cc1nc2[nH]onc2c2nccc(=O)c12	102	103	4	101	17	99	102	103
O=C1Oc2ccccc2C(=O)/C1=C/c1ccccc1O	61	99	2	64	5	208*	81	67
O=C(NC1CCS(=O)(=O)C1)c1cccc(S(=O)(=O)N2CCOCC2)c1 (stereo unspecified)	82	107	1	78	-15	80	115	94
CN1CCN(Cc2c(O)ccc3cc(Br)ccc23)CC1	99	101	0	99	1	111	103	109
Cc1cnc(C(=O)OC(C)C(=O)Nc2ccc(Oc3ccccc3)cc2)cn1 (stereo unspecified)	103	90	0	93	3	107	100	104
Cc1cccc(NC(=O)C2CCN(S(=O)(=O)c3ccc4c(c3)NC(=O)CO4)CC2)c1	91	96	0	93	11	91	92	91
Cc1ccc(C)c(NC(=O)Cn2cnc3c(oc4ccccc43)c2=O)c1	104	98	0	99	2	92	102	101
COc1ccc(C(=O)N2CCOC2CNC(=O)C(=O)NCc2ccco2)cc1 (stereo unspecified)	101	90	0	96	-9	97	101	100
O=C(COc1cc(O)c2c(=O)cc(-c3ccccc3)oc2c1)c1ccc(F)cc1	94	97	0	94	-2	96	95	91
CSc1nc2ncc(-c3ccsc3)c(N)n2n1	103	93	3	.	3	94	92	119
COc1ccc(NC(=O)N(C2CCCCC2)C(C)c2cccnc2)c(OC)c1 (stereo unspecified)	97	102	2	99	6	95	94	103
c1ccc(Cn2ncc3c(NCc4ccco4)ncnc32)cc1	100	93	2	103	-4	113	99	106
CCN(CC(=O)NCc1cccs1)C(=O)c1cccc(S(=O)(=O)NCc2ccccc2)c1	107	107	2	90	8	108	92	95
CCCCN(CC)CCNC(=O)c1cc2c(-c3ccccc3F)nn(C)c2s1	18[may fluoresce violet]	96	0	?	-13	71[may fluoresce violet]	37*[may fluoresce violet]	674*[may fluoresce violet]
c1ccc2nc(N3CCOCC3)c(N3CCOCC3)nc2c1	.	103	1	88	9	78	94	83
Cc1noc(C)c1CSCC(=O)N(CCC(C)C)c1c(N)n(Cc2ccccc2)c(=O)[nH]c1=O	102[may fluoresce green]	101	0	105[may fluoresce green]	-2	100[may fluoresce green]	103[may fluoresce green]	105[may fluoresce green]
Cc1ccc(C(=O)NCC#N)cc1	98	83	1	106	8	92	105	107
Clc1ccccc1Cn1nnc2ccccc21	101	94	0	101	7	.	99	104
CC(C)n1nnnc1SCC(=O)Nc1ccccc1F	105	91	2	102	-2	95	103	103
Cc1onc(-c2ccccc2)c1C(=O)Nc1nc(-c2ccc(F)c(F)c2)cs1	100	106	4	99	0	99	102	114
CN(C(=O)c1ccncc1)C1CCCN(Cc2ccccc2F)C1 (stereo unspecified)	105	90	4	100	11	99	107	107
CC1CCCC(C)N1C(=O)CSc1nc(N)c(-c2ccccc2)c(=O)[nH]1 (stereo unspecified)	102	95	0	104	20	98	103	104
Nc1nc(N)c2sc3nc(C(F)(F)F)cc(C(F)(F)F)c3c2n1	.	89	2	99	-6	102	98	99
Cc1ccc2c(c1)N(CC(=O)Nc1ncccc1C)C(=O)C(C(C)C)O2 (stereo unspecified)	103	106	0	99	-2	94	103	114
O=C(Nc1ccccc1F)n1ncc2cc(Cl)ccc21	88	96	1	86	11	84	92	102
Cc1cc(=O)n2nc(N3CCCC3C(=O)NCc3ccccn3)sc2n1 (stereo unspecified)	108	105	0	109	10	103	101	107
CCN1CCN(Cc2cc(=O)oc3ccc(C)cc23)CC1	103	84	0	97	-14	109	98	95
CCOC(=O)/C=C/C(=O)OCC(=O)Nc1c(Cl)cccc1Cl	99	102	0	92	36	108	98	107
O=C(CSc1ccc2ccccc2c1)NCCCN1CCCC1=O	102	88	0	99	25	108	104	104
O=S(=O)(c1ccccc1)c1nc(-c2ccccc2)oc1N1CCOCC1	101	92	1	96	10	99	108	96
COc1ccc(NC(=O)CSc2nnc(CNC(=O)c3ccco3)o2)c(OC)c1	98	112	0	94	4	113	96	112
O=C(CNC(=O)c1sc2ccccc2c1Cl)OCc1ccccc1	92	127	0	92	-9	90	106	97
COC(=O)C1=C(C)N(CCc2cc(OC)c(OC)c(OC)c2)C(=O)N[C@H]1c1ccc(Br)cc1	92	103	1	111	-5	128	101	90
CN1CCN(C(=O)/C(=C/c2ccc(F)cc2)c2ccsc2)CC1	92	108	1	97	0	87	93	89
O=C1C2C3C=CC(C4CC34)C2C(=O)N1CCCCN1CCN(c2ccc(F)cc2)CC1 (stereo unspecified)	44	92	0	73	8	86	101	130
C=CCNC(=O)CSc1nc2sc3c(c2c(=O)n1CCCOC)CCC3	98	96	0	95	1	95	97	98
CNC(=O)CSc1nnnn1-c1cc(C)ccc1C	115	99	6	102	-5	82	87	120
CCN(C(=O)Cc1nc(N)n[nH]1)C1(C(=O)Nc2ccccc2)CCCCC1	89	99	0	97	12	95	99	99
Cc1ccc(S(=O)(=O)N(C)C)cc1NC(=O)C(C)N(C)Cc1sccc1C (stereo unspecified)	98	101	0	103	-5	95	102	99
O=C(CNC(=S)N(CCCN1CCOCC1)Cc1cccs1)NC1CCCCCCC1	101	99	0	101	2	86	104	99
O=C(CCN1C(=O)c2ccncc2C1=O)Nc1cc(F)ccc1F	107	111	2	103	0	103	103	103
CC(C)c1cc(C(=O)NC2CCCCC2)no1	97	119	4	95	3	105	99	104

The order is random. Share with any hit: about 1.7%.
